Screening results from PubChem BioAssay.
p97 ATPase inh = inhibitors of human p97 ATPase, primary screen, biochemical. Transitional endoplasmic reticulum ATPase (Homo sapiens), P55072. recombinant p97 ATPase, Kinase-Glo ATP luminescence, 3 h. inhibition, % at 8 µM. hit rate 0.42% among 220,000; in the data active = inhibition above about 15%;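 note: 0% = DMSO vehicle and 100% = wells lacking enzyme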
Runt-SMMHC FRET = inhibitors of RUNX1 Runt–CBFb-SMMHC binding, primary screen, biochemical, FRET, Cerulean-Runt, Venus-CBFb-SMMHC, uHTS; Runt-related transcription factor 1 (Homo sapiens) + Core-binding factor subunit beta …; Cerulean-Runt/Venus-CBFb-SMMHC FRET ratio 530/480, 1 h; inhibition, % at 20 µM; hit rate 0.74% among 220,000;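 active = mean inhibition across duplicate retests at 20 µM reaching about 50%, limit read from the data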;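 note: 0% = DMSO wells and 100% = wells with excess untagged CBFb-SMMHC; inhibitors lower the FRET ratio by blocking Runt binding to CBFb-SMMHC; some results filed as inactive read as strong as hits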
Furin inh = human furin inhibitors, primary screen, biochemical, fluorescence intensity. purified furin, fluorogenic substrate cleavage. AID 463115, 2010. P09958. inhibition, % at 30 µM. hit rate 0.061% among 220,000; in the data active = inhibition above about 25%; note: inactives centre near -15
Target sequence (P09958 108-714 limits assumed): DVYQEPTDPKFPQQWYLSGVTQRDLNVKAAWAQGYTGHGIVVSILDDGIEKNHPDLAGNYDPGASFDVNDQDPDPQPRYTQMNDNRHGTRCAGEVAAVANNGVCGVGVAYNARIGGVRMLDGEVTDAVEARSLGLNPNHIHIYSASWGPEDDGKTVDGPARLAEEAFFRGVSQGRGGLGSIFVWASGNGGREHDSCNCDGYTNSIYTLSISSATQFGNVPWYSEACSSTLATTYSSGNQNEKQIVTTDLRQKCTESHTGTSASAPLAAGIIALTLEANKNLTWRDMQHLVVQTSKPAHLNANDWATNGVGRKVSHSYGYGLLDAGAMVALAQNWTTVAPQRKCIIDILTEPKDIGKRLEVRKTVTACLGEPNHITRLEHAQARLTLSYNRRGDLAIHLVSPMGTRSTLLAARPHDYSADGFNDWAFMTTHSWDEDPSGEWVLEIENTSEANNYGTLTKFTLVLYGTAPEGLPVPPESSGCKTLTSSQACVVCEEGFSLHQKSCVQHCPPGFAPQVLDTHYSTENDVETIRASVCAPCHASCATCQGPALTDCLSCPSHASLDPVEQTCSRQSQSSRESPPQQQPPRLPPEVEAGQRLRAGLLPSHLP
m-calpain inh = inhibitors of pig calpain II, primary screen, biochemical, fluorogenic peptide substrate, 1536-well | hit rate 0.37% among 220,000 | inhibition, % at 16 µM | purified calpain II, 30 min;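 active = inhibition above about 50%, limit read from the data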
NCF1 inh = p47phox/p22phox peptide binding inhibitors, primary screen, biochemical, uHTS, NADPH oxidase regulatory subunit; hit rate 0.53% among 220,000; fluorescence polarization, 2 h; AID 1274, 2008; inhibition, % at 24.7 µM; Neutrophil cytosol factor 1 (Homo sapiens), P14598;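 active = inhibition above about 30%, limit read from the data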;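 note: 0% = p47phox with labelled peptide and 100% = labelled peptide alone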
Tb hexokinase = Trypanosoma brucei hexokinase 1 inhibitors, primary screen, biochemical, G6PDH-coupled NADH absorbance, MLSCN library; recombinant TbHK1, G6PDH-coupled NADH A340; hit rate 0.11% among 220,000; inhibition, % at 10 µM; hexokinase 1 [Trypanosoma brucei]; AID 1430, 2008;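 active = inhibition of 50% or more in the single-dose primary screen; inactive = inhibition below 50%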
Runt-CBFb FRET = inhibitors of RUNX1 Runt–CBFb binding, primary screen, biochemical, FRET, Cerulean-Runt, Venus-CBFb, uHTS. hit rate 0.46% among 220,000. Cerulean-Runt/Venus-CBFb FRET ratio 530/480, 1 h. inhibition, % at 20 µM. Runt-related transcription factor 1 (Homo sapiens) + Core-binding factor subunit beta …. AID 1496, 2009;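 active = inhibition over about 50% at 20 µM in the single-dose screen, limit read from the data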;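 note: 0% = DMSO wells and 100% = excess unlabeled CBFb competitor control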
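Measured by: fluorescence energy transfer, 422 nm excitation, 530/480 nm emission; test system: Cerulean-tagged RUNX1 Runt domain (FRET donor) fusion protein; buffer or medium: Tris pH 7.5 buffer with BSA; compound: one dose, 20 µM compound, 1% DMSO; times: two 1 h room-temperature incubations shielded from light; benchmarks: unlabeled CBFb 5 µM, positive control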
RBBP9 inh = human RBBP9 inhibitors, primary screen, biochemical, fluorescence polarization, FP-Rh probe, HTS; Serine hydrolase RBBP9 (Homo sapiens), O75884; recombinant RBBP9; inhibition, % at 7.94 µM; hit rate 0.2% among 220,000; AID 1515, 2009;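 active = inhibition above the campaign mean of all tested compounds plus 3 SD, cut at about 14% in these data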;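 note: plate controls were DMSO wells with RBBP9 for no effect and wells lacking RBBP9 protein for full effect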
Target sequence (O75884 whole entry, looked up): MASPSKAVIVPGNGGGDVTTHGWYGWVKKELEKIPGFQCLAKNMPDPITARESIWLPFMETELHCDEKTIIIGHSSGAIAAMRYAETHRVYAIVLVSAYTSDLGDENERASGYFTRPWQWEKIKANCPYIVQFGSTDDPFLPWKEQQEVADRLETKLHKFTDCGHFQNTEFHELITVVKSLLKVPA
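Measured by – fluorescence polarization · Test system – RBBP9 protein · Input – 2.5 µM RBBP9 dispensing solution, before mixing · Measure – percent inhibition from mP, scaled between DMSO and no-protein wells · Benchmarks – DMSO-treated enzyme wells and wells lacking RBBP9 · Times – preincubation 30 min plus labeling 45 min at 25 °C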
EBV gp42 block = Epstein-Barr virus gp42 inhibitors, primary screen, biochemical, uHTS, fluorescence polarization; Glycoprotein 42 (Epstein-Barr virus (strain AG876)), Q1HVG2; Fluorescence polarization binding assay, mP read-out; inhibition, % (tested at 21.74 µM); hit rate 0.42% among 220,000; AID 1085, 2008; in the data active = inhibition above about 50%
Target sequence (Q1HVG2 whole entry, looked up): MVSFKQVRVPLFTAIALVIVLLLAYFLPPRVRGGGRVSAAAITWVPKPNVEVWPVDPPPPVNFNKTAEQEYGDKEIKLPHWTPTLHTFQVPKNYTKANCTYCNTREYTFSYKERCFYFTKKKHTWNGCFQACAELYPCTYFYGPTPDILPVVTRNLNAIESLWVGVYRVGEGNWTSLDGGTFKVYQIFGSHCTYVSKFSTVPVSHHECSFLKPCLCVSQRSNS
An asterisk follows results filed as active; i = inactive; x = no result given; [ ] = another dose, or the depositor's remark.

SMILES	p97 ATPase inh	Runt-SMMHC FRET	Furin inh	m-calpain inh	NCF1 inh	Tb hexokinase	Runt-CBFb FRET	RBBP9 inh	EBV gp42 block
c1ccc(C(c2ccccc2)N2CCN(Cc3nnnn3C3CCCC3)CC2)cc1	-5.5	0.4	-12.4	1.1	-8.8	-5.9	0.1	1.6	-8.6
CCNc1c(NC(C)=O)c(=O)oc2ccccc12	8.0	1.2	-10.7	-4.9	-25.2	35.0	0.0	-2.8	-12.5
O=C(/C=C/c1ccccc1Cl)Nc1cccc(O)c1	-2.1	0.2	-2.0	21.4	-11.5	0.4	-0.1	-9.7	4.6
Cc1cccc(C(=O)N2CCN(c3ccccn3)CC2)c1	0.1	5.7	-19.6[20 µM]	-5.3	-4.9	3.5	-3.0	1.6	-10.8
O=C(CSc1nnc(-c2ccccn2)o1)Nc1ccccc1	4.2	1.2	-19.0	2.3	-0.7	-0.1	-3.2	0.7	-8.5
Cn1c(=NC(=O)C2=NNC(=O)CC2)sc2ccccc21	4.1	3.4	1.9	8.9	10.7	-31.2	1.1	-7.7	-4.1
CC1CN(C)C(c2ccccc2)C(C)C12NC(=O)NC2=O (centres undefined)	0.2	2.4	-29.6[20 µM]	-5.3	0.9	2.9	-0.9	-5.3	-8.7
Cc1cc(N2CCN(S(=O)(=O)c3ccc(Cl)cc3)CC2)c2ccccc2n1	-3.4	-1.1	-9.3[20 µM]	-19.4	-10.6	-18.3	-7.3	-0.1	-10.1
N/C(Cc1ccc(Cl)cc1Cl)=N\OC(=O)Cc1ccc(Cl)cc1	5.2	-4.3	-25.8	12.0	-5.2	35.7	-1.7	2.4	-8.2
CCOC(=O)C1(Cc2ccc(OC)cc2)CCN(C(=O)CN2CCCCC2=O)CC1	3.5	-0.7	-19.9	-3.2	-2.7	-8.4	-0.3	1.6	-17.6
Cc1cc(C)n(-c2ccc(C(=O)Nc3ccc(S(=O)(=O)NCc4ccco4)cc3)cc2)n1	0.2	-1.5	4.8	16.4	-22.3	-1.4	-0.5	-5.4	-9.7
C=C1N(C)c2cc([N+](=O)[O-])c(N)cc2C1(C)C	-1.5	4.5	-21.7	-13.2	-10.0	-6.8	2.4	-1.3	-4.5
CC(=O)c1cccc(NC(=S)NC(=O)c2ccc(Cl)cc2)c1	2.3	0.3	-23.2	-9.9	-23.1	-1.7	1.3	4.4	-10.8
CCCOc1ccc(-c2nc(-c3ccc(N)cc3)cs2)cc1	-0.7	1.9	-9.1	-34.5	-6.1	-20.5	25.1	-7.2	-2.0
C#CCOCCOCCOCCNc1nc(N2CCN(C(=O)Cn3cc(CCCCN)nn3)CC2)nc(N2CCN(C(=O)[C@H](C(C)C)n3cc(CCO)nn3)CC2)n1	0.3	4.6	-8.8	-10.5	-3.7	-1.8	-0.6	-9.7	-9.2

Part of the list above in order of count of non-hydrogen atoms, descending.
SMILES	p97 ATPase inh	Runt-SMMHC FRET	Furin inh	m-calpain inh	NCF1 inh	Tb hexokinase	Runt-CBFb FRET	RBBP9 inh	EBV gp42 block
Cc1cc(C)n(-c2ccc(C(=O)Nc3ccc(S(=O)(=O)NCc4ccco4)cc3)cc2)n1	0.2	-1.5	4.8	16.4	-22.3	-1.4	-0.5	-5.4	-9.7
CC(=O)c1cccc(NC(=S)NC(=O)c2ccc(Cl)cc2)c1	2.3	0.3	-23.2	-9.9	-23.1	-1.7	1.3	4.4	-10.8
Cc1cccc(C(=O)N2CCN(c3ccccn3)CC2)c1	0.1	5.7	-19.6[20 µM]	-5.3	-4.9	3.5	-3.0	1.6	-10.8

Continuation:
SMILES	p97 ATPase inh	Runt-SMMHC FRET	Furin inh	m-calpain inh	NCF1 inh	Tb hexokinase	Runt-CBFb FRET	RBBP9 inh	EBV gp42 block
O=C(CN1CCN(C/C=C/c2ccccc2)CC1)Nc1ccc(F)cc1F	-0.4	-1.9	-34.4	-10.6	-7.2	3.6	-4.2	0.2	-16.6
CCCc1cc2c(=O)c(-c3ccccn3)coc2cc1OC	-4.0	-4.6	-6.6	2.8	-9.0	5.1	-3.5	-0.1	-4.7
COc1ccccc1-n1c(=O)[nH]c2c(C(N)=O)nc(C3CCCCC3)nc21	2.5	-0.8	-24.3	-16.9	-8.7	-4.7	0.2	-3.2	8.6
CN(C)Cc1c(-c2ccc(Cl)cc2)nc2ccccn12	-2.7	2.4	-19.8	23.9	0.2	2.1	0.1	-5.8	5.2
N/C(=N\OC(=O)c1cc(-c2ccccc2)nc2ccccc12)c1ccc(Cl)cc1	2.1	1.8	-11.4	1.5	6.0	-6.2	1.2	-0.8	0.0
CCN1CCN(CCCNC(=O)Cn2cc3c(n2)CCCC3)CC1	0.7	-5.9	-30.8	2.6	-12.0	4.2	1.7	-10.2	-1.7
Nc1nc(-c2cccs2)c(NC(=O)c2ccccc2)s1	7.0	9.1	-13.8	4.5	0.9	-5.2	16.2	-4.0	-11.9
CCCCCCCNC(=O)COc1ccc2c(c1)C(=O)CC(C)(C)O2	-1.1	3.2	-20.4[20 µM]	i	-5.2	-2.9	-1.8	-14.2	-12.8
O=C(NN=C1CCCC1)C1COc2ccccc2O1 (centres undefined)	0.7	-2.7	-19.7	11.2	1.2	-0.6	-1.8	-3.4	-4.7
COc1ccc(N(C(=O)c2cccnc2)S(=O)(=O)c2ccc3c4c(cccc24)C(=O)N3C)cc1	3.4	4.8	-20.7	-7.2	-18.2	3.0	-4.7	-4.2	-9.7
Cc1cc(N2C(=O)CC(N3CCN(c4ccc(C(=O)c5cccs5)cc4)CC3)C2=O)no1 (centres undefined)	2.0	-1.1	-5.5[20 µM]	-32.3	-9.5	-32.3	-0.6	-5.6	-8.9
CCOC(=O)c1noc(C)c1C(=O)Nc1cccc(F)c1	-3.9	1.5	10.9[20 µM]	12.0	-2.8	3.9	0.9	-2.4	-4.5
COc1ccc(Cl)cc1NC(=O)CNc1ccc(F)cc1C	2.3	3.4	-17.9	3.6	-3.1	1.2	-0.7	-5.2	-5.1
C#CCOCCOCCOCCNc1nc(N2CCN(C(=O)[C@H](Cc3cc4ccccc4[nH]3)n3cc([C@@H](N)Cc4ccc(O)cc4)nn3)CC2)nc(N2CCN(C(=O)[C@H](Cc3cc4ccccc4[nH]3)n3cc([C@@H](N)CC(C)C)nn3)CC2)n1	x	4.9	-19.1	-97.4	73.4*	29.0	-1.7	x	-9.4
COCCn1c(CN2CCN(c3ccccc3)CC2)nc2c1c(=O)n(C)c(=O)n2C	1.3	x	-12.7[20 µM]	x	x	-0.5	x	-1.3	x
COc1ccc(C(=O)NNC(=O)OC(C)(C)C)cc1	5.9	1.1	-20.9	-9.3	0.2	-8.2	-2.1	1.7	-10.8
CC(C)Oc1ccc(S(=O)(=O)N(C(C)C)C(C)C)cn1	-4.3	0.4	1.9[20 µM]	-11.2	-10.0	-2.8	-3.6	-3.1	-14.0
CC(O)c1nc2ccccc2n1C/C=C/c1ccccc1 (centres undefined)	-1.8	-0.8	-15.5[20 µM]	-19.7	-2.2	-1.6	0.5	-3.3	8.9
Cc1ccc2ncnc(Nc3ccc(C)c(C)c3)c2c1	3.4	-0.1	-15.7[20 µM]	-3.9	-10.2	-26.6	1.3	-5.8	-1.6
COc1ccc2[nH]c3c(N4CC(C)OC(C)C4)ncnc3c2c1 (centres undefined)	2.4	0.4	-9.0[20 µM]	-397.2	-26.8	-19.3	-0.9	5.7	-12.9
COc1cc2c(cc1OC)CN(C(=O)c1sccc1C)CC2	7.0	0.1	-13.7	-10.0	-7.6	-9.8	2.2	-3.1	21.6
COC(=O)c1[nH]c2c(c1C)C(=O)CC(c1cc(OC)ccc1OC)C2 (centres undefined)	-10.2	0.0	-20.9	-13.6	-7.1	3.8	-3.1	-8.2	0.6
COC(=O)c1sc(-c2ccc(Cl)cc2)cc1NC(=O)c1ccccc1C(=O)O	0.9	-7.2	-1.4	12.6	-15.5	-22.0	-3.0	-1.3	-13.2
Cc1ccc(-c2nc(N)n(C(=O)c3ccco3)n2)cc1	1.9	-0.5	-25.2	-46.1	-0.1	-3.6	1.1	-0.3	-2.4
O=C(c1c(F)cccc1F)N(Cc1ccccn1)C1CCCC1	-1.7	0.4	-11.4[20 µM]	10.2	3.4	-1.3	0.3	0.6	-1.1
COC(=O)C1CCN(C(=O)/C=C/c2ccccc2)CC1	-3.2	-1.7	-18.4	0.2	3.0	-5.7	-1.7	-0.5	-2.8
Cn1c(=NC(=O)c2cccc([N+](=O)[O-])c2)sc2ccccc21	3.0	-2.1	-14.3	-17.2	1.9	-9.9	-0.5	-3.6	-8.9
COc1ccc(CSc2nnnn2Cc2ccccc2)cc1OC	2.3	-2.1	-27.2	-4.0	-2.3	1.1	0.3	-7.2	-10.1
O=C(NCCCn1ccnc1)c1sc2cccc(F)c2c1Cl	1.3	2.3	-9.3[20 µM]	-9.5	-6.8	8.4	2.5	-5.3	-25.2
COc1ccc(C(CNC(=O)c2ccc(S(=O)(=O)N(C)C)cc2)N2CCCC2)cc1 (centres undefined)	6.1	-4.7	-17.5	-7.6	2.3	5.4	-0.8	-1.9	0.8
NNC(=O)Nc1cccc(C(F)(F)F)c1	-1.2	-0.5	-21.9	-1.9	-8.2	2.3	2.4	-0.1	-20.3
CC1(C)Cc2c(c(-c3ccccc3)nc(N3CCCC3)c2C(N)=O)CO1	2.1	-1.6	-5.2	-27.2	-2.2	-5.7	2.9	-8.4	-24.8
NC(=O)C1CCN(C(=O)c2cc(S(=O)(=O)N3CCOCC3)c(Cl)cc2Cl)CC1	8.4	-1.8	-4.4	-31.3	-2.4	68.5*	1.9	-0.5	-12.1
CC12CCC(C(=O)NCCCN3CCOCC3)(OC1=O)C2(C)C (centres undefined)	7.6	3.9	-28.8	-7.0	-3.9	10.4	-3.1	-1.9	-9.8
C/C(=N/NC(=O)c1sc(NS(=O)(=O)c2ccc(C)cc2)nc1C)c1sc(N)nc1C	-4.1	5.6	-12.1	-4.6	-10.0	-21.6	6.0	-1.6	5.8
CCOc1ccccc1-c1nc(-c2cc3ccc(C)cc3[nH]c2=O)no1	-3.5	-12.8	-12.1[20 µM]	-5.8	8.6	-0.6	-4.4	-6.2	3.8
CC(=O)N1CCN2C(=O)C1CCCC(=O)c1cc(C)ccc12 (centres undefined)	1.9	-8.6	-4.7[20 µM]	-3.3	-25.0	7.2	2.9	-4.8	-0.8
O=C(/C=C/Nc1cccc(C(F)(F)F)c1)c1ccco1	-2.4	x	-8.1	21.1	-3.9	-5.1	x	-4.0	-7.9
O=C(O)CSCC(=O)Nc1ccccn1	3.8	2.9	-12.2	-7.5	-14.9	-8.7	2.3	-2.2	-14.6
CCCCCCCCC(=O)N/N=C(\C)c1ccco1	-0.5	-2.1	-23.1	-2.3	-7.1	4.5	-4.4	-12.2	-8.0
